NPY Y2 blocker – blocks the human neuropeptide Y Y2 receptor. P49146. NPY-Y2 expressing cells, antagonist mode. inhibition, % at 2.7 µM. actives 0.99% (n = 140,000). AID 793; in the data active = inhibition above about 17%;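 note: 0% = vehicle with agonist challenge and 100% = reference antagonist with challenge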
Target sequence (P49146 whole entry, looked up): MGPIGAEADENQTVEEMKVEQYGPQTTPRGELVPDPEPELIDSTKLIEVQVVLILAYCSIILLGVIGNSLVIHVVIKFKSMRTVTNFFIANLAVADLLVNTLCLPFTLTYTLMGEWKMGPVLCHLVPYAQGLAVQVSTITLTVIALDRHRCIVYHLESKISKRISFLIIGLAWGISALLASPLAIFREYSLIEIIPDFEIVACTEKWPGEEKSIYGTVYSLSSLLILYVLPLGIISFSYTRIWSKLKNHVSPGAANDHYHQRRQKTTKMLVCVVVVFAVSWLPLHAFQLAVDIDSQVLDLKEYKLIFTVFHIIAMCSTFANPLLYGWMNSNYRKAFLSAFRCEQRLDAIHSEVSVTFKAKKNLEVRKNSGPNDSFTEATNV
Yeast lifespan up – yeast lifespan extension; S. cerevisiae growth with nicotinamide, OD615; deaD strain in restrictive glucose medium; inhibition of the nicotinamide effect, % at 10 µM; actives 0.68% (n = 130,000); AID 775;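 active = inhibition above a set limit, placed 3 SD over the median of all compounds, cut at about 26% in these data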;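 note: 0% = nicotinamide-treated wells and 100% = cells grown without nicotinamide; some compounds called inactive have numbers as strong as hits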
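Assay system: DeaD-strain S. cerevisiae. Medium: CSMM-D glucose medium, restrictive. Reagent: nicotinamide, 1.5 mM, co-present with compound. Compound: 10 µM single point, 0.25% DMSO. Schedule: culture preincubation 4 h, compound exposure 48 h, both 30 °C. Detection: absorbance at 615 nm.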
E-sel TNF inh – blocks E-selectin expression induced by TNF alpha. HUVEC TNFa-induced E-selectin immunofluorescence, high content. inhibition, % at 2 µM. actives 0.71% (n = 120,000). AID 1246;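 active = inhibition above the batch mean plus 3 SD, and confirmed as a hit on visual image review, cut at about 43% in these data; inconclusive = passes the inhibition cutoff but fails visual image review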;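 note: 0% = TNF-stimulated DMSO wells and 100% = unstimulated control wells; not every result past the cut was called active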
MRP1 act – MRP-1 activation | H69AR cells + doxorubicin, viability rescue, CellTiter-Glo | actives 0.61% (n = 140,000) | viability increase, % at 10 µM | AID 799;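 active = viability gain under doxorubicin at or above a set limit, the compound median plus 3 SD, cut at about 4.7% in these data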;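 note: MRP-1 overexpressing cells given doxorubicin 25 µM after compound pretreatment; 18-22 h compound pretreatment then 72 h with doxorubicin before readout; 0% = doxorubicin-only wells and 100% = vehicle-treated cells without doxorubicin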
BB579 growth dn – chemicals that inhibit yeast BB579 growth in restrictive medium (lifespan-shortening candidates). S. cerevisiae BB579 growth, OD615, 48 h. inhibition, % at 10 µM. actives 0.51% (n = 140,000). AID 804;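 active = inhibition above a set limit, 3 SD over the mean compound inhibition, cut at about 44% in these data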; note: inactives centre near -24
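Test system: Saccharomyces cerevisiae DeaD strain BB579, replicative lifespan model yeast | Buffer or medium: Restrictive CSMM-D medium | Doses: One dose, 10 µM compound with 0.25% DMSO | Incubation: 48 h exposure, 30 °C | Detection: Culture absorbance at 615 nm | Control set: Amphotericin B at 10 µg/mL as positive control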
HCT116 bCat-KO – beta-catenin-lacking colon tumor cell growth suppression; HCT116 beta-catenin knockout viability, CellTiter-Glo, 60 h; stronger effect = lower value; viability, % at 10 µM; actives 1.5% (n = 140,000); AID 818;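 active = viability at or under a set limit, the compound median less 4 SD, cut at about 6% in these data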;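 note: 0% = Hyamine 1622 control at 20 µM and 100% = untreated cell control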
Phagocytosis inh – inhibitors of macrophage phagocytosis. actives 0.07% (n = 110,000). inhibition, % at 5 µM. AID 1029. J774A.1 macrophage IgG-bead phagocytosis, imaging;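 active = inhibition above the mean of the plate negative controls plus 5 SD, cut at about 13% in these data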;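 note: phagocytic index as fraction of beads internalized from green versus red external bead signal; plate controls were DMSO negative control for no effect and cytochalasin-D positive control for full effect; some results beyond the cut were filed as inactive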
GALR2 antag – GALR2 (human) receptor antagonism. O43603. GALR2-expressing cells, antagonist mode. inhibition, % at 4 µM. actives 0.39% (n = 140,000); in the data active = inhibition above about 27%;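 note: cells stimulated with galanin 1-16 at roughly its EC80; 0% = agonist challenge control and 100% = basal control without agonist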
Target sequence (O43603 whole entry, looked up): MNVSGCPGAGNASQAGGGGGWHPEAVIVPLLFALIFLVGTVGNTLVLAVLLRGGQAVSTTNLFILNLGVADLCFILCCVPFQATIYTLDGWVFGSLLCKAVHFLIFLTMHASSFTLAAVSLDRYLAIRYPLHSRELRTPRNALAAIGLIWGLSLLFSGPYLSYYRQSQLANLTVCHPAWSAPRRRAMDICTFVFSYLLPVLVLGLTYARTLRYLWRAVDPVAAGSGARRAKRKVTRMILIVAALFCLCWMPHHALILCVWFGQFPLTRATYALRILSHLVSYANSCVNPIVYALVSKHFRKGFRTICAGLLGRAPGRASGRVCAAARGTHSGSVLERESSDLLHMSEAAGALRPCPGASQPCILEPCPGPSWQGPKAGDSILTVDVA
PTEN del growth – PTEN-deleted cell growth suppression; viability, % at 10 µM; HCT116 PTEN-null viability, CellTiter-Glo, 60 h; stronger effect = lower value; actives 1.2% (n = 140,000);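 active = viability at or below a set limit, 4 SD under the median of all tested compounds, cut at about 3.7% in these data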;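 note: PTEN knockout HCT116 line with beta catenin targeted HCT116 as companion control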
Measles CPE – protection of cells from measles virus; Measles virus-infected cells, CPE protection, absorbance; protection (pct of control), % at 4 µM; actives 1.5% (n = 140,000); in the data active = protection mostly above about 24%, no sharp cut-off; inactive = mostly below about 26%; note: some compounds called inactive have numbers as strong as hits
The depositor's hits bear a star; ? = inconclusive; · = not tested or not shown. Hits appear at their usual frequency, and some 6.2% of all compounds hit somewhere here.

SMILES | NPY Y2 blocker | Yeast lifespan up | E-sel TNF inh | MRP1 act | BB579 growth dn | HCT116 bCat-KO | Phagocytosis inh | GALR2 antag | PTEN del growth | Measles CPE
CCOc1ccccc1-c1nnc(SCC(=O)Nc2ccccc2)o1 | 0 | -18 | -23 | -1.4 | -38 | 83 | -1 | 24 | 79 | 9
CCc1ccc(/C=C2/C(=O)N(CC)C(=S)N2C)s1 | 6 | 4 | -6 | -2.0 | -36 | 93 | -5 | 3 | 85 | 7
CN(Cc1nc(-c2ccccn2)no1)S(=O)(=O)c1ccc(Br)cc1 | 1 | 2 | -16 | -1.7 | -68 | 87 | 1 | 5 | 99 | 12
COC(=O)c1ccc(CSc2nc3c(cnn3-c3ccccc3)c(=O)[nH]2)o1 | 7 | -4 | -9 | -1.5 | -52 | 98 | · | 7 | 95 | 3
N#Cc1c(N2CCN(C(=O)c3ccco3)CC2)nc(-c2ccccc2)c2c1CCCC2 | 16 | -17 | · | -7.2 | -21 | 68 | -1 | -10 | 51 | 8
CN(C)c1nc(N)c([N+](=O)[O-])c(NCc2ccccc2)n1 | 8 | -3 | · | 0.0 | -32 | 91 | · | 7 | 99 | 3
CCOC(=O)C(Oc1ccc(=O)[nH]n1)C(C)=O (stereo not given) | -2 | 0 | · | 0.2 | -59 | 104 | -1 | 2 | 110 | 10
C/C=C/Cn1c(SCc2ccccc2)nc2c1c(=O)[nH]c(=O)n2C | 15 | -11 | · | -2.6 | -29 | 79 | 3 | 4 | 65 | 28
COCc1c(C(=O)N/N=C/C2CC=CCC2)nnn1-c1nonc1N (stereo not given) | 0 | 1 | · | -1.3 | -35 | 101 | -4 | 3 | 98 | 6
Cn1cc(SCC(=O)N2CCCc3ccccc32)c2ccccc21 | 4 | -7 | 9 | -2.8 | -28 | 54 | 0 | 3 | 63 | 13
COCCn1c(SCC#N)nnc1-c1ccccc1O | 3 | 1 | -21 | -1.0 | -25 | 91 | 1 | 7 | 88 | 10
COc1ccc(C)cc1NC(=O)C1CCN(S(=O)(=O)c2cccc3cccnc23)CC1 | 2 | -6 | · | -4.0 | -32 | 94 | 1 | -8 | 88 | 6
COc1ccc(NC(=O)Nc2cccs2)cc1OC | 1 | -9 | · | -1.1 | 1 | 101 | 2 | -2 | 102 | 5
Cc1cccn2cc(CNC(=O)CC3CCCC3)nc12 | 3 | 2 | 1 | -2.2 | -7 | 82 | -3 | 12 | 89 | 9
COc1ccc(S(=O)(=O)NC(CC(=O)N2CCc3ccccc32)c2ccco2)cc1 (stereo not given) | 1 | -8 | -6 | -1.7 | -26 | 87 | 1 | 1 | 88 | 20
CCN(CC)C(=O)c1ccc(C(=O)c2c(C)cc(C)cc2C)cc1 | 4 | -5 | -12 | -1.8 | -35 | 55 | -2 | 3 | 62 | 34
Cc1cc(N2CCN(c3ccccc3)CC2)nc(-n2nc(C)cc2C)n1 | 7 | -5 | 16 | -4.0 | -22 | 50 | -4 | -11 | 33 | 12
COc1ccc(CCNC(=O)c2ccc(-c3ccc([N+](=O)[O-])cc3Cl)o2)cc1 | 14 | -1 | · | 0.5 | -7 | 74 | -16 | 9 | 73 | 11
O=C(CSc1nnc(-c2cc(-c3cccs3)nc3ccccc23)o1)NC1CCCCC1 | 3 | -2 | ? | 1.0 | -59 | 83 | -2 | -6 | 82 | 0
CC1=C(C(=O)Nc2ccc(C)cc2C)C(c2cccs2)NC(=S)N1 (stereo not given) | 2 | -6 | 2 | -0.6 | -21 | 99 | 0 | 6 | 104 | 5
C=CCn1c(=O)/c(=C/c2ccc(Cl)cc2)s/c1=C(/C#N)c1nnc2n1CCCCC2 | 2 | 25 | 16 | -4.8 | -31 | 48 | 0 | 9 | 46 | 16
Cc1ccccc1NC(=O)CNC(=O)c1ccc(C(F)(F)F)cc1 | 5 | -3 | · | -1.0 | -39 | 92 | -7 | 1 | 96 | 1
O=C(CSCc1cnn(-c2ccccc2)c1-n1cccc1)NCc1cccs1 | 4 | -17 | 6 | -1.7 | 1 | 101 | -1 | -6 | 91 | 13
COc1cc(/C=N/NC(=O)CCc2n[nH]c(=O)[nH]c2=O)cc(OC)c1OC | 3 | -4 | · | 0.7 | -2 | 99 | -2 | 6 | 108 | 6
COCCCNC(=O)CCn1c(=O)c2ccccc2n(CC(=O)Nc2ccc(C)cc2C)c1=O | 3 | -2 | -19 | -2.3 | -21 | 85 | · | 3 | 97 | 24
CCCC1=C(C(=O)OCC)C(c2ccc(O)cc2)n2ncnc2N1 (stereo not given) | 5 | -3 | 7 | -1.3 | -18 | 92 | 3 | 1 | 99 | 3
CCN(CC)S(=O)(=O)c1cccc(NC(=O)COC(=O)C2COc3ccccc3O2)c1 (stereo not given) | 2 | 8 | · | -1.5 | -35 | 88 | -3 | -12 | 91 | 2
COc1ccc(C2=NO[C@@H]3C(=O)N(Cc4ccccc4)C(=O)[C@H]23)cc1OC | 3 | -4 | -4 | 0.3 | -7 | 91 | -1 | 19 | 104 | 7
CC1(Cc2cn(CCC#N)c3ccccc23)OCCO1 | 2 | -6 | 1 | -1.0 | -72 | 95 | 0 | 11 | 102 | 5
CCn1cc(/C=C/C(=O)Nc2c(C)nn(Cc3ccccc3C)c2C)cn1 | 0 | 7 | 0 | 0.7 | -32 | 85 | -3 | 12 | 81 | 5
O=C(O)CCC(=O)Nc1ccc2c(c1)oc1ccccc12 | 4 | -14 | -10 | -0.8 | -52 | 95 | -1 | 4 | 107 | 13
COc1ccc(-c2nc(-c3ccc(NC(=O)c4ccc(Br)o4)cc3)no2)cc1OC | 1 | -7 | · | -0.5 | -22 | 95 | -2 | 1 | 95 | 7
CC1CC(C)CN(CC(=O)Nc2ccc(S(N)(=O)=O)cc2)C1 (stereo not given) | 1 | -16 | 6 | 0.0 | -21 | 99 | -1 | -1 | 94 | 13
Cc1cc(NS(=O)(=O)c2ccc(NC(=O)C(C)N3C(=O)c4ccccc4C3=O)cc2)nc(C)n1 (stereo not given) | -1 | 1 | 3 | -0.4 | 12 | 132 | 0 | -3 | 100 | 17
CCc1ccc(-c2csc3ncn(CC(=O)N4CCOCC4)c(=O)c23)cc1 | 3 | -6 | 13 | -1.3 | -77 | 94 | -1 | -5 | 96 | 3
c1ccc(-n2nnnc2SCc2cn3ccccc3n2)cc1 | 0 | -4 | -19 | -0.6 | -33 | 99 | 0 | -3 | 106 | 16
COc1ccc(N=c2oc3c(OC)cccc3cc2C(=O)NCc2ccco2)cc1OC | 0 | -7 | -45 | -1.2 | -28 | 84 | 1 | 2 | 82 | 20
Cc1nc(-c2cccnc2)sc1C(N)=O | 0 | -4 | 8 | -0.2 | -25 | 100 | · | 11 | 98 | 21
CCOC(=O)C1CCCCN1Cc1ccc(F)c(Br)c1 (stereo not given) | 3 | 2 | · | -0.2 | 18 | 88 | 0 | 0 | 88 | 7
CCCCCNc1nc(-c2ccccc2)cs1 | 6 | -8 | 14 | -2.3 | -16 | 91 | · | 2 | 100 | 5
O=C(O)CCC(=O)NC1CCCCCCC1 | -1 | -15 | -68 | 0.1 | -41 | 93 | 6 | 11 | 89 | 11
COc1cc(C)c(S(=O)(=O)N2CCOCC2)cc1C | 3 | · | 22 | -2.0 | -4 | 89 | · | 0 | 103 | 8
COc1ccc(C(=O)NCC2OCCc3ccccc32)c(O)c1 (stereo not given) | 1 | -5 | -5 | 1.8 | -14 | 98 | -1 | 4 | 98 | 25
CCOc1ccc(-c2nnc3ccc(SCC(=O)Nc4nc5ccc(C)cc5s4)nn23)cc1 | 2 | 4 | · | -2.1 | -3 | 97 | -7 | 4 | 83 | 15
O=C(C1CCN(S(=O)(=O)c2cnc[nH]2)CC1)N1CCn2c1nc1ccccc12 | 2 | -33 | · | -0.5 | -40 | 104 | · | -8 | 95 | 13
Cc1c(O)c(S(=O)(=O)c2ccccc2)c(=O)n(-c2ccccc2)c1-c1ccccc1 | 3 | 26 | 10 | 0.6 | -52 | 99 | 0 | -1 | 91 | 6
COc1cccc(NC(=O)C2CC2(c2cccc(OC)c2)c2cccc(OC)c2)c1 (stereo not given) | 1 | -1 | -13 | -0.1 | -22 | 88 | -4 | 5 | 79 | 22
O=C(Nc1ccc(Cc2ccncc2)cc1)c1ccco1 | 0 | -15 | · | -0.8 | 2 | 94 | 0 | 3 | 106 | 11
CCOC(=O)c1cnc(-n2cc(C)cn2)nc1NCc1ccc2c(c1)OCO2 | 7 | -27 | -3 | -1.2 | -33 | 94 | · | -2 | 96 | 40
CCOC(=O)c1cnn(-c2ncnc3sc(C)c(C)c23)c1N | -2 | -31 | · | -3.4 | 14 | 87 | -1 | -2 | 89 | 7
O=C(CN1C(=O)CSC1=O)NCc1ccccc1 | 1 | 2 | 5 | 3.0 | -36 | 101 | -2 | -10 | 109 | 11
CC1=CCC(C(=O)O)C(C(=O)O)C1 (stereo not given) | 2 | -1 | 0 | -2.4 | 5 | 85 | -2 | 8 | 94 | 7
Cc1nn(CCOc2ccccc2)c(=O)n1-c1c(F)cccc1F | -2 | -15 | 22 | 0.7 | -29 | 95 | 0 | -8 | 103 | 11
Cc1cccc(NC(=O)CSc2nc3c(oc4ccccc43)c(=O)n2-c2ccccc2)c1 | 5 | -6 | 29 | 1.6 | 15 | 94 | -7 | -13 | 106 | 3
CSc1ccc(CNC2CC2)cc1 | 6 | -7 | 5 | 1.7 | -23 | 97 | · | -1 | 96 | 9
O=C(CSc1nnc(-c2cccs2)o1)OC1CCCCC1 | 6 | 4 | · | -3.2 | 18 | 98 | -5 | 6 | 96 | 12
c1ccc(N2CCN(c3cnc4ccccc4n3)CC2)cc1 | 1 | -19 | 4 | -1.5 | -28 | 86 | 0 | -13 | 85 | 3
COc1ccc(CN2C(=O)c3ccccc3C2=O)cc1C(=O)OC(C)C(=O)NC(N)=O (stereo not given) | 4 | 0 | · | -1.6 | -15 | 96 | -6 | 6 | 96 | 5
CCn1c(SCC(=O)N2CCN(c3ccccc3)CC2)nnc1-c1ccoc1C | 3 | -2 | 4 | -1.2 | -50 | 88 | 0 | -5 | 79 | 6
Cc1cc2cc(C#N)c(N3CCN(S(C)(=O)=O)CC3)nc2cc1C | 2 | -2 | · | 1.4 | -30 | 96 | -6 | 1 | 98 | 6
CCC(=O)N1CCc2cc(S(=O)(=O)CCC(=O)NCCc3ccccc3)ccc21 | 1 | -3 | 17 | -2.0 | 15 | 91 | 0 | 4 | 99 | 10
NC(=O)C1(N2CCCCC2)CCN(C(=O)Nc2ccccc2C(F)(F)F)CC1 | -1 | -2 | -3 | -1.5 | -31 | 100 | · | -5 | 97 | 13
